Bcl-B displacement: displacers of TR3 peptide from Bcl-B, primary screen, selectivity assay for Bfl-1 inhibitor project, biochemical, fluorescence polarization. 96,000 compounds, 0.11% hits. displacement, % at 20 µM, or IC50 in µM where a hit was titrated. AID 748. FP displacement of FITC-TR3 peptide from Bcl-B; higher % means a stronger effect;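 active means displacement above 50% at 20 µM plus a fluorescence interference ratio under 1.5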;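 further: plate controls were wells without compound for no effect and wells lacking Bcl-B protein for full effect; a part of the inactive calls stands beside numbers as strong as those of hits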
IL1B NFkB pot: enhances IL-1B driven NFkB nuclear translocation. HUVEC IL-1B NFkB p65 nuclear translocation imaging. activation, % at 2 µM. 94,000 compounds, 0.3% hits;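 active means activation above 40%, about the mean plus 3 SD, also judged a hit on visual image review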;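 further: percent activation is computed from the nuclear over cytoplasmic p65 intensity ratio; values of inactives mirror those of a sister screen read the other way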
PLAP inhibition: inhibition of human placental alkaline phosphatase – biochemical, luminescence, HTS (AID 690) | purified PLAP, luminescent substrate; higher % means a stronger effect | inhibition, % at 20 µM; hits with a dose series show IC50 in µM | 96,000 compounds, 0.08% hits; in the data active means a potency from the dose series; inactive means the rest, 99 in 100 with inhibition below about 30%; further: strong numbers were not always called active
IL1B NFkB inh: blocks IL-1B driven NFkB nuclear translocation in HUVEC cells. inhibition, % at 2 µM. HUVEC IL-1B NFkB p65 nuclear translocation imaging. 94,000 compounds, 0.43% hits;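 active means inhibition above about 30% together with a positive call from visual inspection of the well image, limit read from the data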;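 further: nuclear over cytoplasmic p65 intensity ratio measured by imaging; 0% = IL-1B stimulated DMSO wells and 100% = unstimulated DMSO wells; values of inactives mirror those of a sister screen read the other way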
MRP resist rev: MRP-mediated drug resistance reversal | differential viability (reversal), % at 10 µM | H69AR cells + 2 uM doxorubicin, CellTiter-Glo, 72 h | 85,000 compounds, 0.04% hits | AID 602;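 active means viability drop by adding the cancer drug above about 55%, with treated viability meeting a 40% cutoff, limit read from the data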;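 further: viability without doxorubicin minus viability with 2 µM doxorubicin for each compound; larger differential means the compound sensitizes cells more to doxorubicin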
MRP resist rev cytotoxicity: further read-out of MRP resist rev, marked with its call; viability, %; H69AR cells, CellTiter-Glo, 72 h; measured here: cytotoxicity without doxorubicin
MRP resist rev with doxorubicin: also measured in MRP resist rev; calls as there; viability, %; measured here: viability with 2 uM doxorubicin; stronger effect = lower value
IL1B NFkB inh cell count 2 µM: further read-out of IL1B NFkB inh, marked with its call; cell count; measured here: cells passing quality filter;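 raw number of nuclei counted in each imaged well without normalization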
IL1B NFkB pot cell count 2 µM: also measured in IL1B NFkB pot; calls as there; cell count; measured here: cells passing quality filter
The depositor's hits bear a star; / = no result given.

SMILES | Bcl-B displacement | IL1B NFkB pot | IL1B NFkB pot cell count 2 µM | PLAP inhibition | IL1B NFkB inh | IL1B NFkB inh cell count 2 µM | MRP resist rev | MRP resist rev cytotoxicity | MRP resist rev with doxorubicin
COc1ccc(N2CCC(CNC(=O)Nc3cccc(OC)c3)C2)cc1 (stereo not drawn) | -3% | / | / | 7% | / | / | -5 | 93 | 98
Cc1cc(N2CCC(C)CC2)n2ncc(-c3ccccc3)c2n1 | -5% | -16 | 89 | -42% | 16 | 89 | -39 | 53 | 91
CC(NC(=O)CCCCCN1C(=O)c2ccccc2C1=O)c1ccc2c(c1)CCCC2 (stereo not drawn) | -3% | -1 | 136 | -47% | 1 | 136 | / | / | /
O=C(CNC(=O)Cn1ccc2ccccc2c1=O)NCCCN1CCN(c2cccc(Cl)c2)CC1 | 1% | 2 | 163 | -31% | -2 | 163 | 2 | 82 | 80
O=C(CSc1nnc(Cn2c(=O)sc3ccccc32)n1-c1ccccc1)NCC1CCCO1 (stereo not drawn) | 1% | / | / | -51% | / | / | / | / | /
CCCC(=O)Nc1ccc2c(c1)nc(CCNC(=O)c1ccccc1)n2C | 2% | 1 | 164 | 16% | -1 | 164 | -11 | 85 | 95
CN1C(=O)N(C)C2C1N(CN1CCCCC1)C(=O)N2CN1CCCCC1 (stereo not drawn) | 17% | -7 | 207 | 0% | 7 | 207 | -9 | 91 | 100
CCc1c(C)n([O-])c2c([n+]1=O)CCCCC2 | 0% | 7 | 108 | 14% | -7 | 108 | -8 | 97 | 105
CCC(CCC(=O)Nc1nncs1)C(=O)O (stereo not drawn) | -15% | 9 | 150 | 22% | -9 | 150 | / | / | /
COCCCNc1nc2c([nH]1)c(=O)[nH]c(=O)n2C | 8% | 11 | 133 | -4% | -11 | 133 | 7 | 96 | 89
CC(=O)N1c2c(cc(Br)cc2S(=O)(=O)N2CCN(c3ccccn3)CC2)CC1C (stereo not drawn) | 5% | 8 | 150 | -68% | -8 | 150 | -2 | 76 | 78
Cc1c(Cl)cccc1NC(=O)CSc1nnc(C)n1-c1ccccc1 | -6% | 17 | 170 | 20% | -16 | 170 | -9 | 101 | 110
COc1ccc(C2=NOC(C(=O)NCc3ccco3)C2)cc1OC (stereo not drawn) | -17% | 15 | 120 | -9% | -15 | 120 | -15 | 29 | 43
Cc1cc(C)cc(NC(=O)CCn2ccnc2C)c1 | 5% | / | / | 9% | / | / | -8 | 91 | 99
CN(C)S(=O)(=O)c1cccc(COC(=O)C2=COCCO2)c1 | -4% | 16 | 137 | -10% | -16 | 137 | 12 | 93 | 80
On1c(-c2ccccc2)nc2ccc(Cl)cc21 | -18% | 5 | 177 | 12% | -5 | 177 | / | / | /
CC(C)CNC(=O)CSc1nc(-c2cccs2)cc(C(F)(F)F)n1 | / | 6 | 173 | / | -6 | 173 | 15 | 95 | 80
CCC(=O)N(Cc1ccccc1)c1ccccn1 | 3% | 6 | 145 | 3% | -6 | 145 | 13 | 97 | 84
CN1C(=O)NC(c2ccccc2)C2=C1CN(c1cccc(C(F)(F)F)c1)C2=O (stereo not drawn) | -5% | / | / | 9% | / | / | 1 | 89 | 88
NS(=O)(=O)c1ccc(NC(=O)CSc2nnc(COc3ccccc3Cl)n2C2CC2)cc1 | 14% | -5 | 179 | -14% | 5 | 179 | / | / | /
CCOC(=O)c1ccc(N2C(=O)CC(NC3CCN(C(=O)c4ccc(F)cc4)CC3)C2=O)cc1 (stereo not drawn) | 5% | 3 | 155 | -52% | -3 | 155 | 9 | 100 | 91
Cc1nc(NCC2CCCO2)[nH]c(=O)c1CCC(C)C (stereo not drawn) | 1% | / | / | 18% | / | / | 7 | 95 | 88
COc1ccc(OC)c(CC(NC(C)=O)C(=O)NC2CCN(c3nc(C)cc(C)c3C#N)CC2)c1 (stereo not drawn) | -8% | / | / | -61% | / | / | 8 | 91 | 83
CN1C(=O)CC(N2CCN(Cc3ccc(Cl)cc3)CC2)C1=O (stereo not drawn) | -10% | 9 | 127 | -11% | -9 | 127 | / | / | /
Cc1cccc(C)c1NC(=O)C(c1ccccc1)N1CCC2(CC1)OCCO2 (stereo not drawn) | / | 16 | 122 | / | -16 | 122 | / | / | /
COc1ccc(CCNC(=O)COC(=O)c2ccc(Br)o2)cc1 | 10% | 6 | 177 | 23% | -6 | 177 | 5 | 97 | 92
CCc1cc2ccccc2nc1SCC(=O)Nc1cc(C)on1 | 4% | 0 | 195 | 4% | 0 | 195 | -2 | 75 | 77
CCOC(=O)Cc1csc(NS(=O)(=O)c2ccc(F)cc2)n1 | 7% | 4 | 199 | -14% | -4 | 199 | / | / | /
O=C1CCCc2nc(N3CCN(c4ccccc4)CC3)ncc21 | 4% | 20 | 125 | 6% | -20 | 125 | 23 | 102 | 79
C=CCN(CC=C)C(=O)C1CCC(C(=O)N(CC=C)CC=C)CC1 (stereo not drawn) | -1% | 6 | 123 | -22% | -6 | 123 | 9 | 93 | 83
Cc1ccccc1NC(=O)c1ccc(N/N=C/c2ccccc2O)c([N+](=O)[O-])c1 | -20% | 3 | 121 | 25% | -3 | 121 | / | / | /
Cc1cc(C)c(C#N)c(Oc2ccccc2)n1 | 3% | 7 | 167 | 6% | -7 | 167 | 2 | 101 | 99
CN(c1nc2ccccc2n2c(-c3ccco3)nnc12)S(=O)(=O)c1ccccc1 | -9% | -1 | 136 | 4% | 0 | 136 | 18 | 96 | 78
CCN1C2=NCCCN2c2cc(C)c(C)cc21 | -5% | 6 | 175 | 24% | -6 | 175 | / | / | /
Cc1ccc(C(C)C)c(OCc2nnc3n2CCCCC3)c1 | -5% | -15 | 73 | -42% | 15 | 73 | -12 | 73 | 85
Cc1ccc(NC(=O)CSc2n[nH]c(-c3ccncc3)n2)cc1 | 3% | 0 | 88 | -9% | 0 | 88 | -4 | 102 | 106

The last 6 entries of the section above lead into the next:
SMILES | Bcl-B displacement | IL1B NFkB pot | IL1B NFkB pot cell count 2 µM | PLAP inhibition | IL1B NFkB inh | IL1B NFkB inh cell count 2 µM | MRP resist rev | MRP resist rev cytotoxicity | MRP resist rev with doxorubicin
Cc1ccccc1NC(=O)c1ccc(N/N=C/c2ccccc2O)c([N+](=O)[O-])c1 | -20% | 3 | 121 | 25% | -3 | 121 | / | / | /
Cc1cc(C)c(C#N)c(Oc2ccccc2)n1 | 3% | 7 | 167 | 6% | -7 | 167 | 2 | 101 | 99
CN(c1nc2ccccc2n2c(-c3ccco3)nnc12)S(=O)(=O)c1ccccc1 | -9% | -1 | 136 | 4% | 0 | 136 | 18 | 96 | 78
CCN1C2=NCCCN2c2cc(C)c(C)cc21 | -5% | 6 | 175 | 24% | -6 | 175 | / | / | /
Cc1ccc(C(C)C)c(OCc2nnc3n2CCCCC3)c1 | -5% | -15 | 73 | -42% | 15 | 73 | -12 | 73 | 85
Cc1ccc(NC(=O)CSc2n[nH]c(-c3ccncc3)n2)cc1 | 3% | 0 | 88 | -9% | 0 | 88 | -4 | 102 | 106
CCCCSc1nnc([C@@H](NC(=O)OC(C)(C)C)C(C)C)o1 | 6% | -2 | 155 | -65% | 2 | 155 | 7 | 88 | 81
COCCCNC(=O)CCn1c(=O)c2ccccc2n(CC(=O)Nc2c(C)cccc2C)c1=O | -6% | -5 | 188 | 10% | 5 | 188 | 9 | 102 | 93
Cc1ccc(-c2cc(-c3ccccc3)c3c(N)c(S(C)(=O)=O)sc3n2)cc1 | -94% | 16 | 54 | -67% | -16 | 54 | 2 | 84 | 82
Cc1oc(C(C)(C)C)cc1C(=O)Nc1cccc(C(=O)O)c1 | -6% | 4 | 160 | 10% | -4 | 160 | -8 | 86 | 93
COc1ccc(N=C2S/C(=C\c3ccc(C)o3)C(=O)N2CC(C)C)cc1 | -18% | 23 | 175 | -12% | -23 | 175 | / | / | /
CCOC(=O)c1ccc(NC(=O)COC)cc1 | -1% | -3 | 138 | 22% | 3 | 138 | -6 | 85 | 92
O=C(O)c1ccc(Cl)c(S(=O)(=O)NCC2CCCO2)c1 (stereo not drawn) | 10% | 28 | 180 | 6% | -28 | 180 | / | / | /
O=C(Nc1ccc2c(c1)OCO2)c1ccc2nc[nH]c2c1 | 8% | -7 | 172 | -100% | 7 | 172 | -25 | 90 | 116
CCCOC(=O)c1ccc(OCC(O)Cn2c(C)nc3ccccc32)cc1 (stereo not drawn) | -6% | / | / | -17% | / | / | 2 | 84 | 82
O=C(NC12CC3CC(CC(C3)C1)C2)N1CCN(c2ccccn2)CC1 | -4% | 15 | 165 | -38% | -15 | 165 | 4 | 93 | 88
CCOC(=O)CSc1nnc(CNC(=O)c2cccs2)n1CCc1ccccc1 | -10% | -5 | 192 | -11% | 5 | 192 | 17 | 92 | 75
Cc1cc(Cl)cc(Br)c1OCCCCn1cncn1 | 3% | 1 | 95 | -7% | 0 | 95 | 13 | 102 | 89
CCCCC(=O)N(c1ccc(OC)cc1)C1C=CS(=O)(=O)C1 (stereo not drawn) | -6% | 38 | 119 | 10% | -38 | 119 | / | / | /
Cc1cc(Cl)c2c(c1)[C@]1(C(=O)N2)[C@@H]2C(=O)N(Cc3ccccc3)C(=O)[C@@H]2[C@@H]2CCCN21 | -9% | 16 | 112 | -40% | -16 | 112 | -19 | 65 | 84
O=C(Nc1nc(SCc2ccc(F)cc2)ns1)c1ccco1 | / | 9 | 168 | / | -9 | 168 | -1 | 84 | 85
CCC(C(=O)NC1CCCC1)N(C(=O)Cn1nnc(-c2ccc(C)o2)n1)C(C)(C)C (stereo not drawn) | -3% | / | / | -40% | / | / | -1 | 83 | 84
O=C(NCc1ccco1)c1ccc(CS(=O)(=O)c2cccc(C(F)(F)F)c2)o1 | 2% | 1 | 207 | -6% | -1 | 207 | 5 | 91 | 87
CCOC(=O)c1c(NC(=O)Nc2ccc(Cl)cc2)sc(C)c1C | -3% | -2 | 156 | 23% | 2 | 156 | 11 | 97 | 86
Cc1ccc(N2CCCn3c2nc2c3c(=O)n(CC(=O)OCc3ccccc3)c(=O)n2C)cc1C | 0% | / | / | -59% | / | / | 16 | 87 | 72
COC(=O)Nc1ccc(S(=O)(=O)Nc2ccc(C)cc2)cc1 | -3% | 12 | 154 | 15% | -12 | 154 | / | / | /
O=C(NCCc1ccc(Cl)cc1)c1cnc2n(c1=O)CCS2 | -3% | / | / | 5% | / | / | 18 | 102 | 84
CCOC(=O)c1[nH]c2ccc(Br)cc2c1NC(=O)CCN1CCC(C)CC1 | -5% | -7 | 139 | -71% | 7 | 139 | 1 | 83 | 82
CCC(C)Sc1nc2c(c(=O)[nH]c(=O)n2C)n1Cc1ccccc1Cl (stereo not drawn) | -4% | / | / | -14% | / | / | 17 | 59 | 42
COc1ccc([C@H]2[C@@H](C#N)[C@H](C#N)N3CCCN23)cc1 | / | 3 | 159 | / | -3 | 159 | 18 | 90 | 72
C#CCOC(=O)C1C2C=CC(C2)C1C(=O)O (stereo not drawn) | -8% | / | / | 2% | / | / | 5 | 94 | 89
CCOC(=O)c1oc2ccccc2c1CN1CCN(C)CC1 | / | 0 | 107 | / | 0 | 107 | 4 | 88 | 84
COc1ccc(S(=O)(=O)Cc2ccc(C(=O)NC(C)C)o2)cc1 | 0% | 20 | 55 | -11% | -20 | 55 | / | / | /
COc1cc2[nH]c(=O)n(CCC(=O)NC3CCCC3)c(=O)c2cc1OC | -3% | / | / | -2% | / | / | -12 | 72 | 84
COc1ccc(CNc2oc(-c3ccccc3)nc2C#N)cc1 | -5% | / | / | -11% | / | / | 6 | 98 | 92
Cc1ccc(SC(C)C(=O)Nc2cccnc2)cc1 (stereo not drawn) | 6% | -2 | 143 | -17% | 2 | 143 | -12 | 83 | 95
CCCCCn1c(=O)[nH]c2cc(C(=O)NCc3ccco3)ccc2c1=O | -3% | 19 | 194 | 12% | -19 | 194 | 10 | 101 | 91
Nc1ccc(SC(F)(F)F)cc1C(=O)c1ccccc1 | -4% | -1 | 67 | 31% | 2 | 67 | -6 | 77 | 84
COc1ccccc1NC(=O)COc1cc(C)nc(C(C)C)n1 | -10% | 1 | 143 | 13% | -1 | 143 | / | / | /

These rows are one share of the data; count on the stated rates, not on these rows.
